IkB signaling: IkB pathway inhibition in ABC-DLBCL cells; ABC-DLBCL IkBa-CBG/CBR dual luciferase ratio, 4 h; response scale: scaled: untreated 0%, proteasome inhibitor 100%; Potency, µM (doses to about 57.1 µM), inactives show top-dose IkBa stabilization activation; 0.04% of 110,000 active; active = well fitted curve in the direction sought with a large enough effect in the signal ratio, not every such curve was filed as active; inconclusive = small, poorly fitted or top-dose-only effect, or a change in a side signal; the % refers to the signal ratio;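 note: the direction sought is a rising ratio; 0% = basal untreated cells and 100% = reference inhibitor full response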
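In this assay, an IκBα–CBG68 fusion accumulates when IKK-driven degradation is blocked; native CBR normalizes for cell number. OCI-Ly3 cells were treated 4 h with compound and doxycycline, then green and red light read after Chroma-Glo addition.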
p53ts 39C kill: cytotoxicity in p53ts cells at nonpermissive temperature. 1.5% of 130,000 active. AID 902. Potency, µM (titrated, usually from 46.1 µM), without a hit: at the highest dose activity change, negative = cell killing, actives largely listed as cytotoxic. H1299-p53A138V viability at 39C, ATP luminescence, 24 h; note: nearly all actives have a fitted effect of over 55% in size
Imprint erasure: inducers of genomic imprint erasure in mouse ES cells | mouse ES Peg3-LacZ reporter, beta-gal luminescence, 40 h | Potency, µM (top dose mostly 60.7 µM), for inactives: at the highest dose activity change, positive = activation, most hits filed as activators | 0.02% of 110,000 active;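 note: 0% = negative control wells on the plate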
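Each well holds 300 Peg3LacZ-Neo (maternal) female ES cells incubated 40 h at 37C, 5% CO2. LacZ is measured by BetaGlo luminescence, with AC50 and maximum efficacy derived from dose-response curves.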
p53ts 32C kill: cytotoxicity in p53ts cells at permissive temperature | Potency, µM (doses to about 46.1 µM), for the others: at the highest dose activity change, negative = cytotoxicity, usual class: cytotoxic | 0.93% of 130,000 active | H1299-p53A138V at 32C, ATP luminescence viability, 24 h;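 note: 0% = DMSO and -100% = full killing by reference compound; nearly all actives have a fitted effect of over 55% in size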
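Viability by ATPlite luminescence after 24 h compound treatment (up to 46 uM) at the permissive 32C. Cells are H1299 carrying p53 A138V. Scale runs from DMSO basal to 100 uM tamoxifen as full kill; AC50 from Hill fits.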
Starred values were filed as active, the others as inactive; ? = inconclusive; / = no result given; & = joins results of further samples; [ ] = remark or other dose. Unless noted, calls come from the whole dose curve; as a rule, active = well fitted curve in the direction sought with a large enough effect; inconclusive = small, poorly fitted or top-dose-only effect, or another doubt; inactive = no such curve, though single readings can be large; an effect the other way counts as inactive or inconclusive. Unless noted, % is set by controls: 0 for no effect and ±100 for the full control effect; potency is the fitted concentration of half-maximal effect. The list is partial (hit frequency here may not be typical).

1. C[Se]C[C@@H](N)C(=O)O
2. CCc1cccc(C)c1N(C(=O)CCl)C(C)COC (stereo not given)
3. CCCCn1c(O)c(C=NCCCN(CC)CC)c(=O)[nH]c1=O
4. Cc1cccc(N2C(=O)NC(=O)C3(Cc4cc(C)ccc4N(C)C3)C2=O)c1 (stereo not given)
5. CCN(CC)CCSc1nc2ccccc2c(=O)n1-c1ccc(Cl)cc1

Compound,1,2,3,4,5
IkB signaling,-3.2%,/,-0.8%,-0.7%,?
p53ts 39C kill,-4%,3%,5%,6%,-16%
Imprint erasure,/,7%,-10%,-4%,-8%[10.9 µM]
p53ts 32C kill,-22%,0%,11%,-7%,-19%

6. CN(C)C(=O)Oc1ccc(C(=O)c2ccccc2)cc1
7. N=Cc1c(O)n(-c2cccc(Cl)c2)c(=O)[nH]c1=O
8. O=C(NC(=O)c1c(F)cccc1F)Nc1cc(Cl)c(OC(F)(F)C(F)C(F)(F)F)cc1Cl (stereo not given)
9. CCN1c2nc3ccccn3c(=O)c2CC2(C(=O)N(C)C(=O)N(C)C2=O)C1C (stereo not given)
10. O=C(CSc1oc(-c2ccccc2)nc1S(=O)(=O)c1ccc(Cl)cc1)Nc1ccc(F)cc1

Compound,6,7,8,9,10
IkB signaling,-0.7%,2.6%,/,2.0%,?
p53ts 39C kill,3%,-4%,-16%,21%,13µM*
Imprint erasure,-24%,8%,-17%,-15%,5%[10.9 µM]
p53ts 32C kill,10%,3%,-28%,2%,?

Profiles as entered above.
CN(C)C(=O)Oc1ccc(C(=O)c2ccccc2)cc1 reads IkB signaling = -0.7%; p53ts 39C kill = 3%; Imprint erasure = -24%; p53ts 32C kill = 10%
O=C(NC(=O)c1c(F)cccc1F)Nc1cc(Cl)c(OC(F)(F)C(F)C(F)(F)F)cc1Cl (stereo not given) reads IkB signaling = /; p53ts 39C kill = -16%; Imprint erasure = -17%; p53ts 32C kill = -28%

Later entries:
11. CP(=O)(O)C1=CCNCC1
12. O=C(CC[N+](=O)[O-])OCC1OC(O)C(OC(=O)CC[N+](=O)[O-])[C@@H](OC(=O)CC[N+](=O)[O-])C1OC(=O)CC[N+](=O)[O-] (stereo not given in full)
13. O=c1[nH]c(=O)n(Cc2ccco2)c(O)c1C=NCc1cccs1
14. CCCCn1c(C)c(C(=O)OCC)c2c(CN3CCOCC3)c(O)ccc21
15. NC(N)=NOCCC(N)C(=O)O (stereo not given)

Compound,11,12,13,14,15
IkB signaling,-6.1%,/,0.6%,0.2%,/
p53ts 39C kill,27%,-4%,9%,-12%,2%&-8%
Imprint erasure,-6%,13%,-4%,-22%,-8%&-6%
p53ts 32C kill,3%,0%,0%,-11%,2%&-18%

16. CCc1ccc(Nc2nc3c(S(=O)(=O)c4ccc(C)cc4)nnn3c3ccsc23)cc1
17. CC(C)NS(=O)(=O)c1ccc(OCC(=O)N2CCN(Cc3ccccc3)CC2)c(Cl)c1
18. Cc1ncc([N+](=O)[O-])n1CCN=[N+]=[N-]
19. Clc1ccc(C2=CCC[C@H]3CC[C@@H]2N3)cn1
20. O=C(C1c2ccccc2C(=O)N2CCc3ccccc3C12)N1CCC2(CC1)OCCO2 (stereo not given)

Compound,16,17,18,19,20
IkB signaling,-1.6%,2.5%,0.4%[11.4 µM],0.6%,-2.6%
p53ts 39C kill,?,1%,10%[9.22 µM],-4%,-10%
Imprint erasure,-22%[10.9 µM],-21%,-8%[10.9 µM],4%,-7%
p53ts 32C kill,-16%,-11%,-3%[9.22 µM],-2%,7%

21. CSc1ccc(C(=O)C(C)(C)N2CCOCC2)cc1
22. O=C1C=C2C=CC3C[C@@]2(O1)C1CCCCN31 (stereo not given in full)
23. O=c1c2ccccc2nc(/C=C/c2ccccc2)n1-c1ccccc1F
24. Cc1nc2ccccc2n1C1CCN(Cc2nnnn2CCc2ccccc2)CC1
25. Nc1ccc(Cc2ccc(N)cc2)cc1

Compound,21,22,23,24,25
IkB signaling,0.8%,/,?,0.4%,1.5%
p53ts 39C kill,-1%,23%,0%,2%,-2%
Imprint erasure,-9%,-35%[inhibitor],-12%[10.9 µM],-6%,-5%
p53ts 32C kill,1%,-11%,8%,14%,16%[1.84 µM]

5 entries from above in a different format.
Values run as follows: IkB signaling | p53ts 39C kill | Imprint erasure | p53ts 32C kill
21. CSc1ccc(C(=O)C(C)(C)N2CCOCC2)cc1
  0.8% | -1% | -9% | 1%
22. O=C1C=C2C=CC3C[C@@]2(O1)C1CCCCN31 (stereo not given in full)
  / | 23% | -35%[inhibitor] | -11%
23. O=c1c2ccccc2nc(/C=C/c2ccccc2)n1-c1ccccc1F
  ? | 0% | -12%[10.9 µM] | 8%
24. Cc1nc2ccccc2n1C1CCN(Cc2nnnn2CCc2ccccc2)CC1
  0.4% | 2% | -6% | 14%
25. Nc1ccc(Cc2ccc(N)cc2)cc1
  1.5% | -2% | -5% | 16%[1.84 µM]

Later entries:
26. O=c1c2ccccc2nc(CN2CCOCC2)n1-c1ccccc1F
27. CCCCCCn1c(O)c(C=NC2CCCCC2N)c(=O)[nH]c1=O (stereo not given)
28. Nc1ncnc2c1ncn2[C@@H]1O[C@@H](COP(=O)(O)CP(=O)(O)OP(=O)(O)O)[C@H](O)[C@@H]1O
29. O=C1CC(C(=O)N2CCC3(CC2)OCCO3)CN1CCc1ccccc1 (stereo not given)
30. COc1ccc(NC(=O)c2cccn(Cc3ccc(Cl)cc3)c2=O)c(OC)c1

Compound,26,27,28,29,30
IkB signaling,-1.2%,1.4%,-1.6%,-2.3%,-0.9%
p53ts 39C kill,4%,5µM*,-11%,0%,-11%
Imprint erasure,-9%,-47%[inhibitor],/,-9%,-9%[10.9 µM]
p53ts 32C kill,5%,4µM*,-23%,-4%,-8%

31. Nc1ccc(CCN2CCN(c3cccc(C(F)(F)F)c3)CC2)cc1
32. C/C=C(/C)C(=O)OC1CC[C@]2(C)C3CCC4[C@]5(O)CC(O)[C@]6(O)C(CN7CC(C)CCC7[C@]6(C)O)[C@]5(O)C[C@@]42O[C@]13O (stereo not given in full)
33. COc1ccc(C)cc1NC(=O)c1c(C)nn(Cc2ccccc2)c1Cl
34. O[C@H](CN1CC1)[C@@H](O)CN1CC1
35. O=S1OCC2C(CO1)C1(Cl)C(Cl)=C(Cl)C2(Cl)C1(Cl)Cl (stereo not given)

Compound,31,32,33,34,35
IkB signaling,2.6%,/,/,-0.4%[11.4 µM],3.0%
p53ts 39C kill,-11%,25%,-27%,0%[9.22 µM],-6%
Imprint erasure,-9%,1%,/,-10%[10.9 µM],-9%&-12%
p53ts 32C kill,-11%,8%,-9%,1%[9.22 µM],20%

Remaining list, next part:
nr	Compound	IkB signaling	p53ts 39C kill	Imprint erasure	p53ts 32C kill
36	CCN1C[C@]2(C)CC[C@H](O)[C@@]34C5C[C@@H]6[C@@H](OC)C[C@@](O)(C5[C@H]6O)[C@@H](CC23)[C@@H]14 (stereo not given in full)	/	-2%	-1%	6%
37	CCCn1nc2ccccc2c1P(=O)(N1CCOCC1)N1CCOCC1	0.6%	7%	1%	5%
38	CC1(C)CSC(Nc2ccc(F)c(Cl)c2)=N1	0.9%	-8%	-17%	-8%
39	O=C(NC1(C(F)(F)F)Oc2ccc(Cl)cc2O1)N1CCC2(CC1)OCCO2 (stereo not given)	2.1%	-28%	-24%	-5%
40	CCCCCCC(C)OC(=O)COc1ccc(Cl)cc1Cl (stereo not given)	/	-1%	1%	6%
41	C=CCN1CCC2(C)c3cc(O)ccc3C[C@H]1[C@H]2C	0.4%&-2.1%&0.1%	-2%&17%&9%	-2%	2%&-2%&-12%
42	C=CCn1c(O)c(C(C)=Nc2ccc(N(CC)CC)cc2)c(=O)[nH]c1=O	-1.4%	-1%	-20%	12%
43	O=c1c2ccccc2[se]n1-c1ccccc1	?	?	-89%[inhibitor]	4%
44	C[C@@]12CCC(OS(=O)(=O)O)C[C@@H]1CCC1C2CC[C@]2(C)C(=O)CCC12 (stereo not given in full)	/	5%	-1%	8%
45	c1cncc([C@H]2CCCCN2)c1	-2.7%[11.4 µM]	-6%	-2%	-6%
46	CCOC(=O)C1=C(N)OC(C)=C(C(=O)OCCOC)C12C(=O)Nc1ccccc12 (stereo not given)	-1.2%	-9%	-15%	-15%
47	CCOC(=O)c1cncn1C(C)c1ccccc1 (stereo not given)	-0.1%	6%	-11%	16%
48	Cc1ccc(OCC(=O)N2CCN(CCc3ccncc3)CC2)cc1C	0.0%	-13%	-12%[10.9 µM]	-12%
49	c1ccc2c(CCNC3=NCCC3)c[nH]c2c1	2.0%	-8%	-11%	5%
50	O=C(Cn1cc(C(=O)c2ccccc2F)c2ccccc21)NCc1ccco1	-3.1%	6%	-2%	7%
51	CC(C)N1CC=C(c2c[nH]c3ccccc23)CC1	/	-6%	/	3%
52	Cc1cccc(Cc2cnc(NC(=O)c3ccc4c(c3)CC(c3ccccc3)OC4=O)s2)c1 (stereo not given)	0.3%	32%[activator]	-7%[10.9 µM]	3%
53	CCOc1ccc2nc(NC(=O)c3cccn(Cc4ccc(C)cc4)c3=O)sc2c1	-2.0%	1%	9%[10.9 µM]	0%
54	COC(=O)c1c(N)n(Cc2ccc(OC)cc2)c2nc3ccccc3nc12	?	-4%	-16%	7%
55	O=C(Cn1ncc2c3ccccc3n(Cc3cccc(Cl)c3)c2c1=O)N1CCC2(CC1)OCCO2	?	-8%	-15%	10%
56	CC[C@@H](CO)Nc1nc(NCc2ccccc2)c2ncn(C(C)C)c2n1	?	14%	/	32%[activator]
57	Cc1cc(Cl)ccc1O	1.9%	-10%	-3%	4%[1.84 µM]
58	NC[C@H](O)c1cc(O)c(O)cc1F	1.0%	6%	/	-7%
59	CC(N)Cc1ccc(O)cc1 (stereo not given)	/	1%	-6%	5%
60	CN(CCC(=O)O)C1=Nc2ccc(Cl)cc2C(c2ccccc2)=[N+]([O-])C1	-0.8%[11.4 µM]	2%[9.22 µM]	-11%[10.9 µM]	7%[9.22 µM]

Continuation:
nr	Compound	IkB signaling	p53ts 39C kill	Imprint erasure	p53ts 32C kill
61	CN1CSC(=S)N(C)C1	3.8%	0%&0%	-33%&-29%[inhibitor]	-1%
62	CC(=NCCCN1CCCCC1)c1c(O)n(Cc2ccccc2)c(=O)[nH]c1=O	1.0%	5%	-11%	-1%
63	O=C(CCCn1c(=O)[nH]c2cc(Cl)ccc2c1=O)N1CCC2(CC1)OCCO2	0.6%	15%	-5%	0%
64	O=C(Nc1ccc2oc(-c3cccnc3)nc2c1)c1ccc(-c2cccc(Cl)c2)o1	1.0%	8%	-7%[10.9 µM]	2%
65	CC(C)(C)OOC(C)(C)C	2.4%	4%	-4%	4%[1.84 µM]
66	O=C(c1csc2c1CCCCC2)N1CCC2(CC1)OCCO2	2.6%	1%	-4%	-1%
67	CSC1=NP(=S)(SC)N2CCCC2=C1C#N (stereo not given)	-2.1%	-4%	0%	14%
68	COc1ccc(S(=O)(=O)NC(CC(=O)N2CCC3(CC2)OCCO3)c2ccco2)cc1 (stereo not given)	0.3%	5%	25%	3%
69	CC(Cl)(Cl)Cl	-2.5%	3%	3%	4%[1.84 µM]
70	COC(=O)[C@@H]1C[C@@]2(O)[C@H](O)[C@H](O)[C@H](O)C[C@H]2N1Cc1cccnc1	/	8%	0%	12%
71	C/C=C1/CN2CC[C@]34C(=C(C=O)[C@H]1C[C@@H]23)Nc1ccccc14	/	-9%	-8%	-9%
72	CCOc1ccc2nc(NC(=O)c3cccn(Cc4ccccc4Cl)c3=O)sc2c1	0.7%	-14%	10%[10.9 µM]	-1%
73	Cc1ccc(CNC(=O)CCCn2c(=O)c3sccc3n(CC(=O)Nc3c(C)cccc3C)c2=O)cc1	0.1%	?	-6%[10.9 µM]	1%
74	CO[C@H]1[C@H](O)[C@H](O[C@@H]2[C@H](Oc3cccc4c(O)c5c(=O)oc6ccc(C)c7c(=O)oc(c34)c5c67)O[C@@H](C)[C@H](O)[C@H]2O)O[C@@H](C)[C@@H]1O	1.1%[11.4 µM]	-15%[9.22 µM]	-32%[inhibitor][10.9 µM]	-3%[9.22 µM]
75	C=CCn1c(O)c(C=NCCCOc2ccc(CC)cc2)c(=O)[nH]c1=S	/	18%	/	5%
76	CC1CCCN(CC(=O)N2CCCc3ccccc32)C1 (stereo not given)	/	13%	/	2%
77	O=C(CN1C(=O)CCSc2ccccc21)N1CCC2(CC1)OCCO2	0.1%	0%	5%	4%
78	O=C(Nc1ccccc1OC(=O)N1CCCCC1)N1CCCCC1	0.8%	2%	-5%	-4%
79	COc1ccccc1N1CCN(Cc2c(F)cccc2Cl)CC1	3.6%	-4%	-12%	6%
80	NC(N)=NCCCCCCCCCCN=C(N)N	0.1%	0%	-7%	3%
